CHT PAM: CHT positive allosteric modulators, primary screen, cell-based, membrane potential dye, choline EC20 | High affinity choline transporter 1 (Homo sapiens), Q9GZV3 | CHT-expressing cells; hits give high values; LV-AA mutant CHT in HEK293 cells | B-score at 10 µM | 310,000 compounds, 0.49% hits | AID 488977, 2010;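 active = initial fluorescence not abnormally high and integrated response B-score, plate-corrected, over 3 SD above library mean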
Target sequence (Q9GZV3 whole entry, looked up): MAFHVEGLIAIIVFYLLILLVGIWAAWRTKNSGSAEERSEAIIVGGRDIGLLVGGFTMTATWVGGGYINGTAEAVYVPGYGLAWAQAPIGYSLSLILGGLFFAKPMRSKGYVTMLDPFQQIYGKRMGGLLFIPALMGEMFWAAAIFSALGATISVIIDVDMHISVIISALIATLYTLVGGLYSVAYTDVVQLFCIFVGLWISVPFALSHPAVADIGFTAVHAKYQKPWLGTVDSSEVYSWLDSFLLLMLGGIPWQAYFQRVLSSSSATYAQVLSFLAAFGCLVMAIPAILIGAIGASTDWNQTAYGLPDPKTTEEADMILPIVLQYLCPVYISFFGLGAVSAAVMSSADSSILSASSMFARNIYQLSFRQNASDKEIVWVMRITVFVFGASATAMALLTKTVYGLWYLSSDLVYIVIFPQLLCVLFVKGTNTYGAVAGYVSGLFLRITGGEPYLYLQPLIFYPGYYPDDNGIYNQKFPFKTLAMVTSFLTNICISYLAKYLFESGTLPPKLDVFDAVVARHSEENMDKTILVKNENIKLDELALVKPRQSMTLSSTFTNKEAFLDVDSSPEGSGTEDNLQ
STK33 inh: inhibitors of purified STK33 kinase, primary screen, biochemical, ADP-Glo luminescence, homogeneous, cell-free | 320,000 compounds, 0.073% hits | AID 2661, 2010 | MBP phosphorylation | Serine/threonine-protein kinase 33 (Homo sapiens), Q9BYT3 | inhibition, % at 10 µM;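 active = inhibition at or above 25%, using the most active replicate where run in duplicate; inactive = inhibition below 25%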
Target sequence (Q9BYT3 whole entry, looked up): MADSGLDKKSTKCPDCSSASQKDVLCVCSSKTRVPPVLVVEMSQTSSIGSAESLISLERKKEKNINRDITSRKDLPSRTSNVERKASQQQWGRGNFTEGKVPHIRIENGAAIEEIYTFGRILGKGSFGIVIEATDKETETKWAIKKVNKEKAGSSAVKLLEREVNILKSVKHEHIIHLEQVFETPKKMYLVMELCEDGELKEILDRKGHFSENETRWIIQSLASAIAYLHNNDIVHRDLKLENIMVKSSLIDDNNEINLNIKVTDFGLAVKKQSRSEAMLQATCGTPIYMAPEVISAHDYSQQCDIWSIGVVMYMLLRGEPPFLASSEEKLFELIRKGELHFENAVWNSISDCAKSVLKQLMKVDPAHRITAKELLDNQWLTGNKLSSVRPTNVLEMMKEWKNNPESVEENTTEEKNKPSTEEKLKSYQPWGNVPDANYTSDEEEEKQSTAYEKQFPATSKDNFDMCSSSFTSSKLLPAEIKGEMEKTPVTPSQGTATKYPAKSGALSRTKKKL
CHT inh: inhibitors of human choline transporter CHT; B-score at 10 µM; 310,000 compounds, 0.86% hits; CHT-expressing cells, membrane potential dye, choline response; hits give low values; High affinity choline transporter 1 (Homo sapiens), Q9GZV3; AID 488975, 2010;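 active = B-score over 3 SD under the library average, and starting fluorescence ratio not unusually high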;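 note: choline stimulus applied at its EC90 after an EC20 pre-addition; B-score computed on integrated fluorescence ratio after choline addition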
* marks the source's active call; other numbers are inactive results; i = inactive; / = no result given.

Order of results – CHT inh | CHT PAM | STK33 inh
(1) CC(C)(C)C(=O)NC(Nc1cccc2cccnc12)C(Cl)(Cl)Cl (stereo not given)
  i | i | 0.6
(2) C=CCn1c(-c2cccn(Cc3cccc(Cl)c3)c2=O)n[nH]c1=S
  i | i | -0.7
(3) O=C(CSc1nc2ccccc2c(=O)n1-c1ccccc1)c1cccc([N+](=O)[O-])c1
  i | i | -3.0
(4) COc1ccccc1C(=O)NCCNC(=O)c1ccc(C)nc1
  i | i | -0.1
(5) COC(=O)c1ccccc1NC(=O)Nc1nnc(N2CCCCC2C)s1 (stereo not given)
  i | i | 1.1
(6) CC1C(c2ccccc2)=[N+]([O-])C2(CCCC2)N1O (stereo not given)
  i | i | -0.6
(7) COc1ccc(-n2c(SCC(=O)Nc3cc(C(=O)O)ccc3C)nc3ccccc3c2=O)cc1Cl
  i | i | -0.8
(8) O=C(Nc1cccnc1)Nc1ccc(Br)cc1Cl
  i | i | -2.0
(9) CC1CCCCN1Cc1nc2c(c(=O)n(C)c(=O)n2C)n1CCCc1ccccc1 (stereo not given)
  i | i | 1.1
(10) CSc1ccc(CN(C)CC(=O)NCc2ccc(F)cc2)cc1
  i | i | 0.7
(11) CCOC(=O)c1cc(-c2ccccc2)n(CC(=O)N2CCCC2)c1C
  i | i | 0.2
(12) COc1cccc(C2CCCCN2Cc2nc(-c3ccc(C)o3)oc2C)c1 (stereo not given)
  i | i | 0.0
(13) COCc1cc(C)nc2sc3c(=O)n(-c4cccc5ccccc45)nnc3c12
  i | i | 1.7
(14) C=C1C(=O)O[C@@H]2[C@H]1CC[C@H](C)[C@]1(O)CCC(=O)[C@@]21C
  i | i | -0.9
(15) CCOCCCNC(=O)C1(O)c2cc(Br)ccc2NC(=O)N1c1ccc(CC)cc1 (stereo not given)
  i | i | 0.6
(16) CC(CN1CCOCC1)OC(=O)c1cccc(Cl)c1 (stereo not given)
  i | i | -0.1
(17) Cc1ccccc1C(=O)c1c[nH]c(C(=O)N2CCN(c3ccccc3F)CC2)c1
  i | i | -0.1
(18) Cc1cc(C)n(CCC(=O)N/N=C/c2ccccc2O)n1
  i | i | -2.6
(19) O=Cc1c(N2CCN(c3cccc(Cl)c3)CC2)nc2ccccn2c1=O
  i | i | 0.6
(20) CC(=O)CSc1nc2ccccc2o1
  i | i | 0.9

The listing continues.
Order of results – CHT inh | CHT PAM | STK33 inh
(21) CC(C(=O)Nc1ccc(S(=O)(=O)N2CCCCC2)cc1)N1CCN(c2ccccn2)CC1 (stereo not given)
  i | i | -1.6
(22) CSC(=NS(=O)(=O)c1ccc(C)cc1)SC
  i | i | -1.0
(23) COC(=O)c1c(NC(=O)Cn2nc(C(F)F)cc2C(F)F)sc(C)c1C
  i | i | 1.1
(24) Cc1cccc(C(=O)NCC(=O)NNC(=O)c2ccccc2O)c1
  i | i | -1.0
(25) Cc1cc(C(C)(C)C)cc(C)c1N
  i | i | -0.9
(26) CCOCCCNC(=O)C(c1ccc(OC)cc1)N(Cc1cccs1)C(=O)CNC(C)=O (stereo not given)
  i | i | 0.4
(27) Cc1cccc(CSCc2ccc(C(=O)NC(C)C)o2)c1
  i | i | 0.1
(28) O=C(Nc1ccc2c(c1)CN(Cc1ccc(CO)o1)CC2)c1ccc(C(F)(F)F)cc1
  i | i | 1.5
(29) CN(C)S(=O)(=O)c1cccc(NC(=O)C2Cc3ccccc3CN2C(=O)c2ccccc2)c1 (stereo not given)
  i | i | 1.0
(30) CCOC(=O)c1nc(Nc2ccccc2CC)c2ccccc2n1
  i | i | 0.1
(31) COC(=O)C(NC(=O)c1ccc(F)cc1)(Nc1ncc(S(=O)(=O)c2ccc([N+](=O)[O-])cc2)s1)C(F)(F)F (stereo not given)
  i | i | 0.5
(32) COc1ccc(N2CCN(C(=S)Nc3cc(C)cc(C)c3)CC2)cc1
  i | i | -2.6
(33) O=C(O)c1ncc(-c2ccccc2)cn1
  i | i | -1.2
(34) CC1CCc2cc(F)cc3c(O)c(C(=O)NCC4CCCO4)c(=O)n1c23 (stereo not given)
  i | i | -0.9
(35) Nc1nc(-c2ccccc2)nn1C(=O)Cc1ccccc1
  i | i | 0.3
(36) Cn1c(SCC(=O)NC2CCCCCC2)nnc1-c1cccs1
  i | i | -1.3
(37) O=C1CSC(c2cccc([N+](=O)[O-])c2)N1c1ccccc1 (stereo not given)
  i | i | -1.1
(38) CNC(=O)N(O)C1N(/N=C/c2cccnc2)C(=S)SC1(C)C (stereo not given)
  i | i | -0.7
(39) Cc1cc(-c2ccc(C(C)C)c(S(=O)(=O)N3CCN(c4ccccc4)CC3)c2)on1
  i | i | -0.5
(40) CC(=O)c1cc2cc(O)ccc2o1
  i | i | -0.2

(cont.)
Order of results – CHT inh | CHT PAM | STK33 inh
(41) O=C(CCC1CCCCC1)Nc1cccnc1
  i | i | 4.1
(42) CCOc1ccc(NC(=O)CCCNC(=O)Cn2cnc3sc(C)c(C)c3c2=O)cc1
  i | i | 0.6
(43) O=C1CC(=O)Nc2cc(S(=O)(=O)NCc3cccs3)ccc2N1
  i | i | -1.4
(44) O=S(=O)(NC1CCCCCC1)c1cccc2cccnc12
  i | i | 1.4
(45) C/C(Cn1nnc([N+](=O)[O-])n1)=N\NC(=O)c1ccc(Cl)c(Cl)c1
  i | i | 0.2
(46) O=C(Cc1c(C(=O)O)[nH]c2ccccc12)NCCN1CCN(c2cccc(Cl)c2)CC1
  i | i | 0.0
(47) CC(C)c1ccc(-c2nnn(CCC(=O)O)n2)cc1
  i | i | -0.4
(48) O=S(=O)(NC1c2cccc3cccc(c23)C1Sc1ncccn1)c1ccc(Cl)cc1 (stereo not given)
  i | i | -2.2
(49) O=C(CCNC(=O)c1ccc(Br)cc1)Nc1ccccc1N1CCCCC1
  i | i | -2.2
(50) O=C(O)c1cccc(N2CCCC2)c1
  i | i | -1.9
(51) CC(=O)Nc1ccc(NC(=O)C2CCCN2C(=O)NCc2ccccc2)cc1 (stereo not given)
  i | i | -1.0
(52) CCCCC1(O)CC(C(F)(F)F)=NN1C(=O)COc1ccccc1 (stereo not given)
  i | i | -1.2
(53) COc1ccc(-n2c(CNC(=O)c3ccc(S(=O)(=O)N4CCCC4)cc3)n[nH]c2=S)cc1
  i | i | -0.2
(54) CC(C)OC(=O)/C(=C\c1ccccc1)NC(=O)c1ccccc1
  i | i | -1.5
(55) CSc1cccc(N2CC(C(=O)Nc3cccc(S(=O)(=O)N4CCCC4)c3)CC2=O)c1 (stereo not given)
  i | i | -0.4
(56) Cc1ccc(-c2nn(-c3ccccc3)cc2C(=O)Nc2ccc(C)c(S(=O)(=O)N3CCOCC3)c2)cc1
  i | i | -2.2
(57) CCc1ccc(N2CCN(C(=O)N3CCOCC3)CC2)cc1
  i | i | 4.6
(58) CN(C)c1ccc(NC(=O)CSc2n[nH]c(-c3ccco3)n2)cc1
  i | i | -0.3
(59) COc1ccc(-c2nc3c(c(SCC(=O)Nc4cccc(O)c4)n2)Cc2c(CO)cnc(C)c2O3)cc1
  i | i | 1.2
(60) CC(Cc1c[nH]c2ccccc12)NC(=O)OCCCl (stereo not given)
  i | i | 1.5

Other structures follow:
Order of results – CHT inh | CHT PAM | STK33 inh
(61) N/C(Cc1ccc([N+](=O)[O-])cc1)=N\OC(=O)c1ccc([N+](=O)[O-])cc1
  i | i | 0.4
(62) COc1ccccc1C(=O)COC(=O)c1cc([N+](=O)[O-])ccc1N1CCOCC1
  i | i | -0.8
(63) CCOC(=O)[C@H](CCc1ccccc1)N[C@@H](C)C(=O)N1[C@H](C(=O)O)C[C@@H]2CCC[C@@H]21
  i | i | 1.3
(64) COC(=O)CN1C(=O)C2(OCCCO2)c2ccccc21
  i | i | -1.3
(65) O=C(OCC(=O)N1CCc2ccccc21)c1ccc[nH]c1=O
  i | i | -0.5
(66) CCCC(=O)O[C@@H]1C[C@@H](C)N(C(=O)c2ccccc2)c2ccc(C)cc21
  i | i | /
(67) COc1ccc(OC)c(/C=C/C(=O)c2ccc3c(c2)OCCO3)c1
  i | i | -1.7
(68) C#Cc1cccc(C(=O)N2CCCC(Nc3cccc(F)c3)C2)c1 (stereo not given)
  i | i | 0.8
(69) COc1ccc(Cl)c2c1[nH]c1nc(SCc3cccnc3)nnc12
  i | i | 0.6
(70) Cc1ccc(S(=O)(=O)Nc2ncnc3ccccc23)cc1
  i | i | 1.2
(71) COc1ccc(OCC(=O)Nc2sc3c(c2C(=O)NCC2CCCO2)CCC3)cc1 (stereo not given)
  i | i | -2.6
(72) CCS(=O)(=O)N1CCC(NC(=O)c2ccco2)CC1
  i | i | /
(73) COc1ccc(S(=O)(=O)CCC(=O)Nc2cccc(OC)c2)cc1
  i | i | -1.2
(74) N=c1n(CCCOc2ccc(F)cc2)c2ccccc2n1CC(N)=O
  i | i | -2.0
(75) CCC1CCC(C(=O)NC(C(=O)NCCc2ccc(S(N)(=O)=O)cc2)C(C)C)CC1 (stereo not given)
  i | i | -0.1
(76) CCC(C)CNC(=O)c1cccc(OC2CCN(CC(C)(C)C)CC2)c1 (stereo not given)
  i | i | -0.3
(77) Cc1nnc(N2CCCC(C(=O)NCc3cccc(F)c3)C2)c2nn(-c3ccccc3)c(C)c12 (stereo not given)
  i | i | -1.7
(78) Cc1ccc(-c2cc(C(=O)Nc3c(C)n(C)n(-c4ccccc4)c3=O)[nH]n2)c(O)c1
  i | i | 1.4
(79) O=S(=O)(c1ccc(Cl)cc1)n1cnc2ccccc21
  i | i | -0.9
(80) Cc1ccccc1OCC(=O)NCCCNC(=O)c1ccncc1
  i | i | -0.9

Molecules above with bromine, in the order listed:
Order of results – CHT inh | CHT PAM | STK33 inh
(8) O=C(Nc1cccnc1)Nc1ccc(Br)cc1Cl
  i | i | -2.0
(15) CCOCCCNC(=O)C1(O)c2cc(Br)ccc2NC(=O)N1c1ccc(CC)cc1 (stereo not given)
  i | i | 0.6
(49) O=C(CCNC(=O)c1ccc(Br)cc1)Nc1ccccc1N1CCCCC1
  i | i | -2.2

3 entries from above, arranged by heavy-atom count, falling.
Order of results – CHT inh | CHT PAM | STK33 inh
(66) CCCC(=O)O[C@@H]1C[C@@H](C)N(C(=O)c2ccccc2)c2ccc(C)cc21
  i | i | /
(69) COc1ccc(Cl)c2c1[nH]c1nc(SCc3cccnc3)nnc12
  i | i | 0.6
(79) O=S(=O)(c1ccc(Cl)cc1)n1cnc2ccccc21
  i | i | -0.9

The listing continues:
Order of results – CHT inh | CHT PAM | STK33 inh
(81) CC(=O)Nc1cccc(C(=O)OCC(=O)N2CCC(c3ccccc3)=N2)c1
  i | i | 1.0
(82) COc1ccccc1NC(=O)Cc1noc(CSc2nnc(C)n2C)n1
  i | i | 4.1
(83) Nc1nonc1-n1nnc(C(=O)N/N=C/c2ccoc2)c1CSc1ccc(Cl)cc1
  i | i | 0.1
(84) CCC12C(=O)C(CC)(C(c3ccccc3)=C1c1ccccc1)[C@@H]1C(=O)N(c3ccc(C)cc3)C(=O)C12 (stereo not given in full)
  i | i | 0.3
(85) Cc1cc(N(CCO)CCO)ccc1N=Nc1cc(F)ccc1F
  -5.43* | i | 5.1
(86) COc1ccc(-c2csc(NC(=O)c3ccccc3Br)c2C(=O)O)cc1
  -6.15* | i | 0.2
(87) COc1ccc(-c2nc3ccccc3nc2-c2ccccc2)cc1OC
  i | i | 0.9
(88) O=C(c1ccc(C(F)(F)F)cc1)N1CCC(=O)N(C(CO)Cc2ccccc2)CC1 (stereo not given)
  i | i | -1.5
(89) Cc1ccccc1N1C(S)=C(C#N)C(=O)NC12CCCCC2
  i | i | /
(90) CCOC(=O)C1=C(N)OC2=C(C(=O)CCC2)C1c1ccco1 (stereo not given)
  i | i | -0.7
(91) COc1ccc(/C=C/C=N/NC(=O)COc2ccc(OC)cc2)cc1
  i | i | -0.5
(92) CC(OC(=O)c1ccc2c(=O)n3c(nc2c1)CCCCC3)C(=O)Nc1ccc(F)cc1Cl (stereo not given)
  i | i | -1.9
(93) Cc1cccc(/N=C/c2sc3ccccc3c2O)n1
  i | i | 0.4
(94) COc1ccccc1-n1nnnc1SCC(=O)NC1CCCCC1
  i | i | 1.2
(95) O=C(CN1CCN(S(=O)(=O)c2ccc(Br)cc2)CC1)c1ccc(O)c(O)c1
  i | i | 1.4
(96) Clc1ccc(C(c2nnnn2C2CCCC2)N2CCN(Cc3ccncc3)CC2)cc1 (stereo not given)
  i | i | -0.5
(97) COc1cccc(/C=N/N2C(=O)NC3(CCCCC3)C2=O)c1O
  i | i | 0.5
(98) Cc1ccc(CSCC(=O)Nc2ccc3c(c2)OCO3)cc1
  i | i | -1.2
(99) Cc1ccc(S(=O)(=O)Nc2ccccn2)cc1[N+](=O)[O-]
  i | i | -0.7
(100) Cc1ccccc1CO/N=C/c1[nH]ncc1Br
  i | i | 0.1

Next entries
Order of results – CHT inh | CHT PAM | STK33 inh
(101) Cc1nc(C)c(C(=O)Nc2nc3c(C)cccc3s2)o1
  i | i | -1.1
(102) NS(=O)(=O)c1ccc(CCNC(=O)CSc2nc3ccccc3c3nc(CCN4CCCCC4)nn23)cc1
  i | i | -2.3
(103) COc1cccc(/C=C2/C(=O)NN(c3ccccc3)C2=O)c1
  i | i | 0.2
(104) CCOc1ccc(-n2c(SCC(=O)Nc3cc(OC)c([N+](=O)[O-])cc3C)nc3ccccc32)cc1
  i | i | -0.8
(105) NC(=O)c1cc(Br)cc2c3c([nH]c12)CCCC3
  i | i | 8.8
(106) CC(NCCc1ccc(S(N)(=O)=O)cc1)C(=O)NCc1ccccc1 (stereo not given)
  i | i | -1.2

Some entries already given, limited to CHT PAM.
nr | Structure | CHT PAM
105 | NC(=O)c1cc(Br)cc2c3c([nH]c12)CCCC3 | i
106 | CC(NCCc1ccc(S(N)(=O)=O)cc1)C(=O)NCc1ccccc1 (stereo not given) | i

Screening results deposited in PubChem by several laboratories.
